Screens as filed in PubChem BioAssay.
NCI-60 one-dose screen, 48 h, at 10 µM unless noted. Numbers give growth in % (100 = growth as untreated, 0 = no growth, -100 = all killed).
HCC-2998 – HCC-2998 colon cancer | actives 4.7% (n = 79,000) | AID 1794799
SF-539 – SF-539 CNS cancer; actives 6.8% (n = 81,000); AID 1794752
SF-268 – SF-268 CNS cancer cells; actives 3.1% (n = 82,000); AID 1794759
SF-295 – SF-295 CNS cancer cells | AID 1794758 | actives 5.6% (n = 79,000)
SNB-19 – SNB-19 CNS cancer cells; actives 2.5% (n = 81,000)
PC-3 – PC-3 prostate cancer cells | actives 3.9% (n = 80,000)
U251 – U251 CNS tumor cells; actives 5.4% (n = 80,000)
SNB-75 – SNB-75 CNS cancer. actives 5% (n = 79,000). AID 1794750
An asterisk follows results filed as active; nt = not tested or not shown; & = joins results of further samples; [ ] = another dose, or the depositor's remark. Rule for the calls: active = growth percent below 10; inactive = the rest.

cpd	canonical_smiles	HCC-2998	SF-539	SF-268	SF-295	SNB-19	PC-3	U251	SNB-75
1	Cc1ccc2sc3c(c2c1)OC(N)=C(C#N)C3c1cccc(F)c1 (stereo not drawn)	6.2*	-1.2*	26	1.5*	35	9.2*	2.4*	-0.7*
2	Cc1nc2c(c(-c3ccccc3)n1)Cc1c(ccc3ccccc13)O2	111	97	95	112	110	87	102	92
3	COc1ccc(/C=N/NC(=O)c2cnc3nc[nH]n3c2=O)cc1	94	100	99	101	97	86	94	97
4	CC(C)(C)c1ccc(Cn2cc(CSc3nc4ccccc4s3)nn2)cc1	104	101	95	91	90	96	93	94
5	Oc1ccccc1-c1nn(-c2ccccc2)cc1-c1nc2ccccc2[nH]1	109	97	117	86	98	74	85	82
6	NNC(=O)CCc1ccncc1	107	109	111	102	100	97	87	99
7	O=C(Cn1cc[n+](CC(=O)c2ccc(F)cc2F)c1)Nc1cccc2cccnc12	102	98	94	100	95	99	96	90
8	NCCNc1nc2ccccc2c2c(=O)c3cc(F)ccc3sc12	4.3*	83	67	102	78	80	65	71
9	COc1cccc2c1O/C(=C\c1ccc([N+](=O)[O-])s1)C2=O	90	56	13	97	87	33	45	82
10	Cc1sc2nc(N3CCc4ccccc4C3)[nH]c(=O)c2c1C	104	99	100	97	94	66	89	91
11	CCCCN(CCCC)CCCNc1nccc2ccccc12	97	94	95	54	93	61	84	94
12	COc1nc2ccc(C)cc2cc1/C=N/O	93	85	92	103	93	81	88	76
13	CCOC(=O)Cn1cnc2cc(C)c(C)cc21	101	101	106	99	99	103	101	87
14	O=C(O)/C=C/c1cn(-c2ccccc2)nc1-c1ccc(Br)cc1	102	99	95	97	93	91	103	nt
15	COc1cc(/C=C(/c2ccccc2)[N+](=O)[O-])c(OC)c2c1OCO2	-91*	-91*	21	29	-17*	-50*	-93*	-93*
16	O=C(Cn1nnc2ccccc21)N/N=C/c1ccncc1	114	114	99	101	95	92	97	85
17	O=c1ccn2c(n1)SC(c1ccccc1)C2 (stereo not drawn)	89	98	104	nt	102	88	100	82
18	CCOC(=O)c1ccc(-n2cnc(-c3ccc([N+](=O)[O-])cc3)c2)cc1	103	86	98	95	98	98	81	89
19	O=C(CNc1nc(-c2cccc([N+](=O)[O-])c2)cs1)Nc1cccc(Cl)c1	115	101	100	102	99	99	106	101
20	CCNC(=S)n1nc(-c2cc(OC)c(OC)c(OC)c2)nc1N	102	106	94	95	100	90	109	77
21	CN(C)C(Br)C(=O)c1ccccc1 (stereo not drawn)	102	106	97	98	101	100	104	96
22	COc1ccccc1NC(=O)c1ccc(NC(=O)CCl)s1	27	-14*	22	32	42	-47*	-51*	36
23	CC1=NN(c2cccc(Cl)c2)C(=O)/C1=C\c1coc2ccccc2c1=O	95	95	101	127	103	108	97	95
24	O=C1NC(=O)C2(N1)C(=O)c1cccc3cccc2c13 (stereo not drawn)	112	101	90	103	90	92	92	91
25	Oc1c(Br)cc(Br)c2ccc(Cn3cc(-c4cc(F)cc(F)c4)nn3)nc12	104	98	95	101	96	98	101	66
26	COc1cc2oc3cc(C)oc(=O)c3c2cc1OC	92	95	108	90	87	98	102	103
27	CN(C)c1ccc(Sc2ccc3nc(N)nc(N)c3c2)cc1	35	25	37	nt	34	30	27	52
28	N#Cc1ccc2c(c1)OCO2	95	100	97	104	103	93	105	98
29	CCOC(=O)c1c(N)c(C#N)cn1-c1cc(OC)c(OC)c(OC)c1	115	93	111	99	101	105	114	93
30	CCCCn1c(-c2ccc(F)cc2)nc2cc(OC)c(OC)cc2c1=O	103	101	101	nt	98	102	105	99

Next part; the last 2 above are carried over.
cpd	canonical_smiles	HCC-2998	SF-539	SF-268	SF-295	SNB-19	PC-3	U251	SNB-75
29	CCOC(=O)c1c(N)c(C#N)cn1-c1cc(OC)c(OC)c(OC)c1	115	93	111	99	101	105	114	93
30	CCCCn1c(-c2ccc(F)cc2)nc2cc(OC)c(OC)cc2c1=O	103	101	101	nt	98	102	105	99
31	COc1ccc([C@H]2[C@H](C(=O)Nc3cc(Br)ccn3)c3ccccc3C(=O)N2c2ccccc2)cc1	nt	102	86	57	85	39	69	78
32	O=[N+]([O-])c1cccnc1Sc1ccccc1C1=NCCCN1	94	113	103	111	107	100	nt	98
33	C#CC(C)(C)N1CCCCC1	96	102	113	126	111	nt	101	94
34	COc1cccc(OC)c1Oc1c(-c2nc3ccccc3s2)c(C)nn1-c1ccccc1	82	92	77	69	93	51	85	75
35	O=C(Nc1ccc(Cl)c(Cl)c1)Nc1c(Oc2ccc(Cl)c(Cl)c2)ccc(Cl)c1S(=O)(=O)O	25	4.0*	52	-27*	48	20	22	-12*
36	NC(CSCc1ccccc1)C(=O)Nc1ccc([N+](=O)[O-])cc1 (stereo not drawn)	95	108	93	nt	112	98	102	96
37	CCOC(=O)/C(C#N)=C/c1cccc([N+](=O)[O-])c1	101	94	97	96	95	nt	97	85
38	S=C(N/N=C\c1ccccc1Cl)N/N=C/c1ccccc1Cl	101	105	118	125	105	nt	105	82
39	COc1ccc(/C=N/NC(=O)CSc2nc3ccccc3c(=O)n2CCc2ccc(S(N)(=O)=O)cc2)cc1OC	120	92	91	95	104	91	93	99
40	Cc1ccc(C)c2c1C=CC2	112	101	97	106	100	91	91	91
41	CCCc1c(C(=O)NC2CCN(Cc3ccccc3)CC2)cnn1-c1ccccc1	109	95	100	183	92	84	84	67
42	C=CCC(CC)C(=O)NC(=O)N1CCCc2ccccc21 (stereo not drawn)	117	93&93	122&94	114&91	108&107	71&78	104&98	83&80
43	CCCCCCC(NC(=O)c1ccccc1)C(=O)O (stereo not drawn)	122	102	107	113	114	93	86	93
44	COc1nc(Cl)nc2c1ncn2CC#CCCl	98	90	82	99	88	78	63	85
45	O=C1O[C@H]2[C@@H](I)[C@H]3C[C@H]2[C@H]1[C@H]3c1ccccc1	119	97	105	87	101	93	94	92
46	Cc1ccc(Cl)c(-c2nn(-c3ccc(S(=O)(=O)NC(=S)NCc4ccccc4)cc3)c(=O)c3ccccc23)c1	115	98	110	87	98	98	92	84
47	CC1CC(=O)N2CCc3cncn3C12C (stereo not drawn)	114	93	96	97	100	106	100	98
48	CCCCCCC/C=C/[C@H]1O[C@]2(O)C(=O)C=C3C[C@@H](O[C@@H]4O[C@H](CO)[C@@H](O)C(O)[C@@H]4O)C[C@@H]3[C@H]2C=C1C (stereo partly drawn)	33	-44*	22	38	13	-27*	-61*	48
49	CCOC(=O)/C(C#N)=C/c1ccc(C#N)cc1	107	95	93	100	116	105	99	90
50	O=S(=O)(c1c(F)cccc1F)N1CCN(c2nccc(-c3c(-c4cccc(F)c4)nc4sccn34)n2)CC1	92	98	88	87	97	85	104	79
51	COCCCNc1ncnc2c1cnn2C	98	97	99	92	103	96	108	87
52	CCc1nc2cc(F)c(/C=C/C(=O)NO)cc2c(=O)n1CCc1ccccc1	37	4.0*	16	11	30	23	7.9*	35
53	COc1ccc(/C=C2/C(=O)ON=C2C)cc1	103	107	104	110	106	98	99	106
54	O=C1c2ccccc2C(=O)N1CC[n+]1ccccc1	101	102	109	100	110	101	100	89
55	CC1=NN(c2ccc(S(=O)(=O)O)cc2Cl)C(=O)C1	83	93	127	105	96	103	107	90
56	O=C(O)c1cccc2oc(-c3ccccc3O)nc12	45	50	45	32	68	48	46	75
57	O=C(NNc1nc2cc(Cl)ccc2n2cccc12)c1cnccn1	63	52	51	29	52	55	39	88
58	O=C(C(=O)N1CCOCC1)c1cn(C(=O)c2ccccc2)c2ccccc12	100	94	110	101	107	100	98	107
59	COc1ccc(NC(=O)c2sc3nc4c(cc3c2N)CN(C)CC4)cc1	107	104	102	91	103	101	103	89
60	CN(C)CCC1(c2ccccc2)CCN(C)C1=O (stereo not drawn)	108	103	100	104	105	100	nt	96

A stretch from further up, for reference:
cpd	canonical_smiles	HCC-2998	SF-539	SF-268	SF-295	SNB-19	PC-3	U251	SNB-75
49	CCOC(=O)/C(C#N)=C/c1ccc(C#N)cc1	107	95	93	100	116	105	99	90
50	O=S(=O)(c1c(F)cccc1F)N1CCN(c2nccc(-c3c(-c4cccc(F)c4)nc4sccn34)n2)CC1	92	98	88	87	97	85	104	79
51	COCCCNc1ncnc2c1cnn2C	98	97	99	92	103	96	108	87
52	CCc1nc2cc(F)c(/C=C/C(=O)NO)cc2c(=O)n1CCc1ccccc1	37	4.0*	16	11	30	23	7.9*	35
53	COc1ccc(/C=C2/C(=O)ON=C2C)cc1	103	107	104	110	106	98	99	106
54	O=C1c2ccccc2C(=O)N1CC[n+]1ccccc1	101	102	109	100	110	101	100	89
55	CC1=NN(c2ccc(S(=O)(=O)O)cc2Cl)C(=O)C1	83	93	127	105	96	103	107	90
56	O=C(O)c1cccc2oc(-c3ccccc3O)nc12	45	50	45	32	68	48	46	75
57	O=C(NNc1nc2cc(Cl)ccc2n2cccc12)c1cnccn1	63	52	51	29	52	55	39	88
58	O=C(C(=O)N1CCOCC1)c1cn(C(=O)c2ccccc2)c2ccccc12	100	94	110	101	107	100	98	107
59	COc1ccc(NC(=O)c2sc3nc4c(cc3c2N)CN(C)CC4)cc1	107	104	102	91	103	101	103	89
60	CN(C)CCC1(c2ccccc2)CCN(C)C1=O (stereo not drawn)	108	103	100	104	105	100	nt	96

The list continues.
cpd	canonical_smiles	HCC-2998	SF-539	SF-268	SF-295	SNB-19	PC-3	U251	SNB-75
61	Clc1nc(Cl)c(C2CC(c3ccc(Br)cc3)=NN2c2ccccc2)s1 (stereo not drawn)	98	95	84	93	79	97	74	92
62	CC(=O)Oc1ccc2c(c1)c1cc3ncccc3nc1n2C(C)=O	86	81	78	81	72	73	77	65
63	Cc1ccc(CSc2nc(-c3ccc(F)cc3)c(C#N)c(N3CCN(C)CC3)n2)cc1	114	68	97	82	86	76	105	64
64	CCCC(=O)n1nc(C(=O)OCC)c2ccccc21	95	110	101	100	107	98	104	111
65	O=C(Nc1cc([N+](=O)[O-])c2[nH]c(=O)c3ccccc3c2c1)C(F)(F)F	89	94	87	81	87	94	nt	89
66	CCSc1nnc(-c2cnn3c2NC(c2ccccc2)C3)n1-c1ccc(Cl)cc1 (stereo not drawn)	104	104	89	89	87	78	95	81
67	FC(F)(F)COCC(F)(F)F	93	102	100	122	106	96	103	110
68	Cc1ccc(NC(=O)N2NC(c3ccc(Cl)cc3)C=C2c2ccccc2)cc1 (stereo not drawn)	86	104	108	96	109	105	93	120
69	C=C(Cl)Cc1cc(C(CC)C(CC)c2ccc(O)c(CC(=C)Cl)c2)ccc1O (stereo not drawn)	105	92	75	80	96	64	84	82
70	CC(C)OC(=O)Oc1ccc(Cl)cc1Cl	97	99	110	102	100	81	107	90
71	COc1cc2c(c(OC)c1OC)-c1ccc(NCc3ccccc3)c(=O)cc1[C@@H](NC(C)=O)CC2	11	0.1*	25	-36*	64	22	19	33
72	O=C(Nc1ccccc1)C1CN(Cc2ccc([N+](=O)[O-])cc2)CCS1 (stereo not drawn)	101	97	86	91	97	96	92	84
73	O=S(=O)(Nc1ccc2[nH]ccc2c1)c1cc(C(F)(F)F)cc(C(F)(F)F)c1	105	104	98	90	93	85	100	107
74	Cc1ccccc1C(=O)Nc1ccccc1Cl	101	94	105	99	111	101	103	81
75	CCOc1ccccc1/C=C1/SC(N2CCC(C)CC2)=NC1=O	114	99	103	102	97	102	101	nt
76	CCCN(CCC)CCC(O)c1cc2c(c3ccccc13)CCCC2 (stereo not drawn)	88	85	83	85	91	81	83	76
77	CC(C)CCN(CCCNc1c2c(nc3cc(Cl)ccc13)CCCC2)CCC(C)C	90	70	74	67	91	57	59	84
78	O=C(CC(c1ccccc1)N1CCN(C(CC(=O)c2ccccc2)c2ccccc2)CC1)c1ccccc1 (stereo not drawn)	106	92	108	101	94	107	91	84
79	Cc1ccc(S(=O)(=O)OCCO[C@H]2Cc3cc4ccc(=O)oc4cc3OC2(C)C)cc1	109	91	88	92	92	83	99	87
80	COc1ccccc1NS(=O)(=O)c1ccc2oc(SC(C)C)nc2c1	26	103	90	89	94	nt	138	102
81	CCCCNc1nc2c(c(=O)n(C)c(=O)n2C)n1C	103	96	96	98	106	107	107	93
82	O=c1cc(C(F)(F)F)[nH]c(=S)[nH]1	117	97	121	98	94	116	101	102
83	O=S(=O)(OCCCCCCCOS(=O)(=O)c1ccc(F)cc1)c1ccc(F)cc1	105	97	96	96	92	82	90	93
84	Oc1ccc2c(ccc3[nH]cnc32)c1	nt	99	91	107	101	nt	110	90
85	S=c1[nH]nc(Nc2ccccc2)n1-c1ccccc1	98	95	97	99	113	100	113	83
86	COc1ccc(C2=NNC(=O)C2(C)Br)cc1 (stereo not drawn)	103	113	107	112	101	103	99	84
87	CC(C)NCC(O)COc1ccc(O)c(O)c1 (stereo not drawn)	101	91	95	108	92	83	99	99
88	Cc1nc2c(c(=O)[nH]1)C(c1ccccc1Cl)c1ccc3ccccc3c1O2 (stereo not drawn)	104	93	87	104	95	76	91	53
89	CC(=O)N1N=C(c2ccc(Cl)cc2)CC1c1ccc(Oc2ccc(Br)cc2)cc1 (stereo not drawn)	93	95	70	80	78	71	72	62
90	C=Cc1cc[n+](CCCCCCCCCCCC)cc1	110	104	100	106	103	110	109	97
91	Cc1ccc(N=Nc2ccc3c(S(=O)(=O)O)cccc3c2O)c(C)c1	95	104	96	93	96	91	100	64
92	O=Cc1ncc(-c2ccc(C(F)(F)F)cc2)c(NC2CCCCCC2)n1	-74*[100 µM]	-97*[100 µM]	-84*[100 µM]	-86*[100 µM]	-48*[100 µM]	-82*[100 µM]	-98*[100 µM]	-16*[100 µM]
93	CC(O)CNC(=O)Nc1ccccc1 (stereo not drawn)	110	108	106	99	96	100	104	100
94	OCCN1CCCN(CCCN2c3ccccc3Sc3ccc(C(F)(F)F)cc32)CC1	-42*	67	65	31	nt	57	34	50
95	N=C(N)Sc1cccc[n+]1[O-]	75	nt	63	69	59	38	41	61

Outcome played no part in choosing rows (roughly 10% active in at least one column).
